Screening results deposited in PubChem BioAssay by National Center for Advancing Translational Sciences (NCATS).
4MU fluor – compounds fluorescent in 4-MU spectral region; compound autofluorescence, 340/450 nm, 4-MU equivalents; active compounds read high; max dye-equivalent concentration, M; 59,000 compounds, 11% hits; in the data active = max dye-equivalent concentration above about 10 nM; inconclusive = mostly about 1.1 nM to 9.6 nM
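Compounds in 100 mM Tris, pH 8.0, incubated 15 min at room temperature, then fluorescence read at 340 nm excitation/450 nm emission. Signal converted to 4-MU dye-equivalent concentration using an on-plate six-point 4-MU standard curve.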
Hsp90 Hop PPI – changes Hsp90-Hop TPR2A binding signal, up or down | AlphaScreen TPR2A-His6 binding biotin-Hsp90 C-terminal peptide | Potency, µM (doses to about 57 µM), for the others: top-dose activity change, negative = inhibition | 71,000 compounds, 0.44% hits | AID 595; active = well fitted curve in either direction with a large enough effect; inconclusive = small, poorly fitted or top-dose-only effect, or another doubt; note: potency is the fitted concentration of half-maximal effect; % is set by controls: 0 for no effect and ±100 for the full control effect; many of its hits are not listed in these tables
BRCT inh green – BRCA1 BRCT-phosphoprotein interaction inhibition. P38398. BRCA1 BRCT-phosphopeptide binding, green fluorescence polarization. Potency, µM (doses to about 76.9 µM), for the others: top-dose activity change, negative = inhibition, usual class: inhibitors. 75,000 compounds, 0.05% hits. AID 875;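 note: potency is the fitted concentration of half-maximal effect; plate controls were peptide without protein for full effect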
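Compounds were incubated for 12 min at room temperature with a complex of 100 nM fluorescein-tagged pBACH1 decapeptide and 250 nM His-tagged BRCT protein. Buffer was phosphate pH 7.3 with EDTA, DTT and Tween 20. Disruption of binding lowers the polarization signal.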
Ub-GFP proteasome – ubiquitin-GFP accumulation via proteasome inhibition; Ubiquitin-GFP reporter cells, proteasome inhibition, GFP fluorescence; response scale: untreated = 0%, 10 µM MG-132 = 100%; Potency, µM (highest dose often 45.9 µM), inactives show at the highest dose activation (GFP accumulation), hits mostly activators; 67,000 tested, under 10 active; active = well fitted activation curve with a large enough effect, not every such curve was filed as active; inconclusive = small, poorly fitted or top-dose-only effect, or another doubt; inactive = no such curve, though single readings can be large or run the other way; note: potency is the fitted concentration of half-maximal effect
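Proteasome block read as GFP accumulation: ubiquitin(G76V)-GFP U2OS cells exposed to compound (2.9 nM–46 uM) for 4 hr at 37 C. Normalization used untreated cells as 0% and 10 uM MG-132 as 100%; concentration-response curves fitted.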
15-hLO inh – inhibitors of human 15-lipoxygenase (ALOX15) | P16050 | purified 15hLO-1, xylenol orange hydroperoxide absorbance | Potency, µM (highest dose often 57.1 µM), without a hit: at the highest dose activity change, negative = inhibition, actives largely listed as inhibitors | 74,000 compounds, 1.4% hits | AID 887; note: potency is the fitted concentration of half-maximal effect; % is set by controls: 0 for no effect and ±100 for the full control effect; nearly all actives have a fitted effect of over 55% in size
Target sequence (P16050 whole entry, looked up): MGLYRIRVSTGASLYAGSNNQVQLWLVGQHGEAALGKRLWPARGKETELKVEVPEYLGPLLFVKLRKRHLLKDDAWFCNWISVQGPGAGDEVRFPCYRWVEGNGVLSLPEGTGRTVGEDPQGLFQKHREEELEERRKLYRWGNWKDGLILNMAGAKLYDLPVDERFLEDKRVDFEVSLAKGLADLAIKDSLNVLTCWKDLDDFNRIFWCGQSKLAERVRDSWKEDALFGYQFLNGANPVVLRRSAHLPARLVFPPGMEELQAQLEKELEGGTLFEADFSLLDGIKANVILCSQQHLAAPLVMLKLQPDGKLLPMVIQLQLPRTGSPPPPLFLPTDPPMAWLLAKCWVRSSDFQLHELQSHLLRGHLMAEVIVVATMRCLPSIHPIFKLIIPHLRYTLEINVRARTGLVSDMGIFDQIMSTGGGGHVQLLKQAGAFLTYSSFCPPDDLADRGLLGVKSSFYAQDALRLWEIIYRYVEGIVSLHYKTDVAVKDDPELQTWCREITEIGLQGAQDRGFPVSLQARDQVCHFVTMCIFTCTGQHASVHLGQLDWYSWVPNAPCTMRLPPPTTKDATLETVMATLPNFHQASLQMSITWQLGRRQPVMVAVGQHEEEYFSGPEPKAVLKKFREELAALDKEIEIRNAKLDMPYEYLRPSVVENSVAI
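Purified human 15hLO-1 (40 nM) in 25 mM Hepes pH 7.5, 0.01% Triton X-100, preincubated 15 min RT with compound, then 50 uM arachidonic acid for 6 min. Hydroperoxide read by ferrous/xylenol orange, 30 min; 573/405 nm absorbance ratio gave progress.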
DNA Pol III inh – blocks replication by bacterial DNA polymerase III holoenzyme. reconstituted DNA polymerase III holoenzyme replication, biochemical. Potency, µM (doses to about 57.1 µM), for the others: top-dose activity change, negative = inhibition. 71,000 compounds, 0.25% hits. AID 603; note: potency is the fitted concentration of half-maximal effect; % is set by controls: 0 for no effect and ±100 for the full control effect
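Reconstituted *E. coli* holoenzyme (0.35 nM Pol III, 1 nM beta, 154 nM SSB, 2 nM primase) was preincubated with compound for 15 min at RT. Synthesis on 1.4 nM ssM13Gori ran 35 min, then was stopped with PicoGreen/EDTA and read as dsDNA fluorescence.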
BRCT inh red – inhibitors of human BRCA1 BRCT-phosphoprotein interaction (red fluorophore). P38398. BRCT-phosphopeptide binding, red fluorescence polarization. Potency, µM (titrated, usually from 76.9 µM), for inactives: top-dose activity change, negative = inhibition, most hits filed as inhibitors. 75,000 compounds, 0.03% hits. AID 892; note: % is set by controls: 0 for no effect and ±100 for the full control effect
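Fluorescence polarization: 100 nM His-tagged BRCA1 BRCT with 100 nM TAMRA-labelled phospho-BACH1 decapeptide, phosphate buffer pH 7.3 with 150 mM NaCl, DTT, 0.01% Tween 20; 12 min RT. Binding inhibition seen as FP decrease.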
CRE Fsk mod – CRE-bla signaling modulation under forskolin stimulation | CHO CRE-bla reporter (cAMP response element driving beta-lactamase), forskolin EC10, beta-lactamase ratio | Potency, µM (doses to about 38.2 µM), inactives show at the top dose activity change, negative = inhibition, usual class: activators | 71,000 compounds, 2.5% hits | AID 662; active = well fitted activation curve with a large enough effect in the signal ratio, with a control signal flat, not every such curve was filed as active; inconclusive = small, poorly fitted or top-dose-only effect, or effect the other way, or a change in a side signal; the % refers to the signal ratio; note: potency is the fitted concentration of half-maximal effect; % of control where 0% means no effect
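Beta-lactamase reporter under a cAMP responsive element in CHO cells; compounds tested in titration series against EC10 NKH 477, 3 h at 37 °C. Read-out: CCF4 FRET ratio 460nm/530nm (excitation 405nm) giving %Activity, fitted to AC50.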
HBB splice mod – hemoglobin beta splicing modulation | Potency, µM (highest dose often 46.1 µM), without a hit: at the top dose activation, actives largely listed as activators | HBB splicing reporter cell assay, activation; EGFP reporter with mutant IVS2-654 intron; response scale: normalised to 500 nM splice-correcting PNA | 65,000 compounds, 0.06% hits; note: potency is the fitted concentration of half-maximal effect; 0% is about no effect
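Compounds were applied for 2 days to HeLa EGFP-654 cells, 500/well in Optimem with 2% FCS. The reporter's EGFP is disrupted by mis-splicing of beta-globin intron IVS2-654. Readout: summed well GFP fluorescence from 488 nm laser scanning; reference was 500 nM antisense […] 654 PNA.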
Epigenetic mod – epigenetic GFP locus derepression in mouse cells; Potency, µM (doses to about 46.1 µM), for the others: at the highest dose GFP derepression (activation); mouse C127i GFP locus derepression, cytometry, 30 h; AID 597; 68,000 compounds, 0.09% hits; note: % of control where 0% means no effect
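Locus derepression in mouse mammary C127i cells whose integrated CMV-GFP reporter is normally silent; GFP expression after 30 h compound treatment was quantified by counting fluorescent cells.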
A350 autofl – A350 region autofluorescence; Compound autofluorescence, 340/450 nm, Alexa 350 dye-equivalents; active compounds read high; max dye-equivalent concentration, M; 59,000 compounds, 11% hits; AID 590; in the data active = max dye-equivalent concentration above about 10 nM; inconclusive = mostly about 1.1 nM to 9.6 nM
An asterisk follows results filed as active; i = inactive; ? = inconclusive; . = no result given; & = joins results of further samples; [ ] = another dose, or the depositor's remark. Unless noted, calls come from the whole dose curve; as a rule, active = well fitted curve in the direction sought with a large enough effect; inconclusive = small, poorly fitted or top-dose-only effect, or another doubt; inactive = no such curve, though single readings can be large; an effect the other way counts as inactive or inconclusive. The list is partial; the hit share may differ from the screen's.

Values run as follows: 4MU fluor, Hsp90 Hop PPI, BRCT inh green, Ub-GFP proteasome, 15-hLO inh, DNA Pol III inh, BRCT inh red, CRE Fsk mod, HBB splice mod, Epigenetic mod, A350 autofl
1. NC(N)=NC(=O)Cc1c(Cl)cccc1Cl
→ i, ?, 0.8%, -5.2%, -4.4%[25.6 µM], -5.7%, 1.1%, -26.4%, 2.9%[20.6 µM], 0.5%, i
2. COc1ccc(/C=C\C(=O)Nc2ccccc2C(=O)O)cc1OC
→ ?, -1.5%&-6.6%, -3.9%, -2.2%&-6.5%, -23.0%[25.6 µM], -6.6%&-1.3%, 0.9%, -11.5%&4.6%, 1.5%, 0.9%&-0.1%, ?
3. COc1cc([C@@H]2Oc3cc([C@H]4Oc5cc(O)cc(O)c5C(=O)[C@H]4O)ccc3O[C@H]2CO)ccc1O
→ i, -11.7%, -0.1%, 1.3%, 2µM*, -6.5%, -1.2%, -17.4%, ., 4.7%[9.22 µM], i
4. CCCCCCc1ccc(O)cc1O
→ ., -1.2%, -3.6%[3.08 µM], ., ?, 0.2%, -2.5%, -2.5%, 0.0%, ., .
5. CC(=O)Nc1ccccc1
→ ., -1.2%, -1.4%, ., -22.8%, 1.1%, -1.7%, -6.8%, 0.4%, ., .
6. COc1cc2nc(N3CCN(C(=O)[C@H]4COc5ccccc5O4)CC3)nc(N)c2cc1OC
→ 4e-07M*, -16.8%, 1.2%, -6.6%, -9.1%, -3.2%, -2.4%, ?, 1.0%, -2.2%, 4.08e-07M*
7. Cn1c(=O)c2c(ncn2CCO)n(C)c1=O
→ i, -2.4%[26 µM], -2.8%, 10.6%[20.5 µM], -7.0%, -4.6%[25.6 µM], -2.7%, 1.4%[17.1 µM], 1.1%[20.6 µM], 3.8%&1.7%[20.6 µM], i
8. Cc1cccc(Nc2cc(Cl)nc(SCC(=O)O)n2)c1C
→ i, 1.8%[11 µM], 2.8%, -0.5%[9.17 µM], ?, -9.5%[11.4 µM], -0.9%, ?, 3.4%[9.22 µM], 19.4%[9.22 µM], i
9. CCCCNC(=O)[C@@H]1Cc2ccccc2N1C(=O)[C@H](N)CC
→ ., -7.0%, -2.5%, 0.5%, -17.4%[25.6 µM], -5.3%, -2.5%, 2.4%, ., 2.5%, .
10. CCOC(=O)NNc1nncc2ccccc12
→ i, -1.0%[26 µM], 0.3%[3.08 µM], -1.8%[20.5 µM], -19.6%, -2.7%[25.6 µM], -1.8%, 0.9%[17.1 µM], 1.1%[20.6 µM], 3.4%[20.6 µM], i
11. COc1ccccc1OC[C@H](O)COC(N)=O
→ 5.81e-08M*, -5.3%[26 µM], 1.1%[34.4 µM], 9.8%[20.5 µM], 13.6%[25.6 µM], -3.8%[25.6 µM], -0.4%[34.4 µM], -4.4%[17.1 µM], 1.7%[20.6 µM], 0.0%[20.6 µM], 4.62e-08M*
12. C[C@H](CCC(=O)O)[C@H]1CC[C@@H]2[C@H]3[C@@H](CC[C@@]21C)[C@]1(C)CC[C@H](O)C[C@@H]1C[C@@H]3O
→ i, ?, 0.9%[34.4 µM], -3.3%[20.5 µM], -0.9%[25.6 µM], -2.5%[25.6 µM], -1.9%[34.4 µM], 5.9%[17.1 µM], 0.1%[20.6 µM], -1.7%[20.6 µM], i
13. COc1cc([C@H]2Oc3cc([C@H]4Oc5cc(O)cc(O)c5C(=O)[C@@H]4O)ccc3O[C@@H]2CO)ccc1O
→ ., -5.3%, 1.1%, ., ?, -2.1%, 1.6%, -16.1%, -0.7%, ., .
14. CCC(=O)O[C@@]1(C(=O)SCF)[C@@H](C)C[C@H]2[C@@H]3C[C@@H](F)C4=CC(=O)C=C[C@@]4(C)[C@]3(F)[C@@H](O)C[C@]21C
→ i, -3.3%[26 µM], -1.3%[34.4 µM], 1.3%[20.5 µM], 8.7%[25.6 µM], -1.0%[25.6 µM], 0.1%[34.4 µM], 8.5%[17.1 µM], -1.0%[20.6 µM], 0.5%[20.6 µM], i
15. CCCOC(=O)c1ccc(O)cc1
→ ., -2.0%&-0.9%, -0.3%&-2.2%, ., 0.5%&-7.6%, 0.8%&-2.5%, 0.1%&0.3%, 6.2%&-5.5%, 0.9%&0.0%, ., .
16. CCCCC1C(=O)N(c2ccccc2)N(c2ccccc2)C1=O
→ i, -0.6%&-3.0%, -8.0%, 1.6%, -17.6%, -0.7%&5.7%, -2.5%, -8.5%&-3.6%, 0.1%&-0.3%, -1.7%[20.6 µM], i
17. CCCCOc1ccc(CC(=O)NO)cc1
→ i, -2.9%[26 µM], -0.1%[3.08 µM], 3.5%[20.5 µM], -22.7%, -6.7%[25.6 µM], 0.3%, ?, -1.1%[20.6 µM], 2.4%&5.4%[20.6 µM], i
18. CCn1cc(C(=O)O)c(=O)c2cc(F)c(N3CCNCC3)nc21
→ i, -2.7%[26 µM], -0.9%[3.08 µM], 10.6%[20.5 µM], 3.0%, 7.5%[25.6 µM], -1.2%, -0.4%[17.1 µM], 0.7%[20.6 µM], 11.5%&-0.7%[20.6 µM], i
19. Cc1cccc(C)c1NC(=O)C1CCCCN1C (configuration not stated)
→ i, ., -1.7%[3.08 µM], ., -1.8%, ., -1.3%, ., ., 0.0%[20.6 µM], i

Not a retest: entries from further up.
Values run as follows: 4MU fluor, Hsp90 Hop PPI, BRCT inh green, Ub-GFP proteasome, 15-hLO inh, DNA Pol III inh, BRCT inh red, CRE Fsk mod, HBB splice mod, Epigenetic mod, A350 autofl
8. Cc1cccc(Nc2cc(Cl)nc(SCC(=O)O)n2)c1C
→ i, 1.8%[11 µM], 2.8%, -0.5%[9.17 µM], ?, -9.5%[11.4 µM], -0.9%, ?, 3.4%[9.22 µM], 19.4%[9.22 µM], i
9. CCCCNC(=O)[C@@H]1Cc2ccccc2N1C(=O)[C@H](N)CC
→ ., -7.0%, -2.5%, 0.5%, -17.4%[25.6 µM], -5.3%, -2.5%, 2.4%, ., 2.5%, .
10. CCOC(=O)NNc1nncc2ccccc12
→ i, -1.0%[26 µM], 0.3%[3.08 µM], -1.8%[20.5 µM], -19.6%, -2.7%[25.6 µM], -1.8%, 0.9%[17.1 µM], 1.1%[20.6 µM], 3.4%[20.6 µM], i
11. COc1ccccc1OC[C@H](O)COC(N)=O
→ 5.81e-08M*, -5.3%[26 µM], 1.1%[34.4 µM], 9.8%[20.5 µM], 13.6%[25.6 µM], -3.8%[25.6 µM], -0.4%[34.4 µM], -4.4%[17.1 µM], 1.7%[20.6 µM], 0.0%[20.6 µM], 4.62e-08M*
12. C[C@H](CCC(=O)O)[C@H]1CC[C@@H]2[C@H]3[C@@H](CC[C@@]21C)[C@]1(C)CC[C@H](O)C[C@@H]1C[C@@H]3O
→ i, ?, 0.9%[34.4 µM], -3.3%[20.5 µM], -0.9%[25.6 µM], -2.5%[25.6 µM], -1.9%[34.4 µM], 5.9%[17.1 µM], 0.1%[20.6 µM], -1.7%[20.6 µM], i
13. COc1cc([C@H]2Oc3cc([C@H]4Oc5cc(O)cc(O)c5C(=O)[C@@H]4O)ccc3O[C@@H]2CO)ccc1O
→ ., -5.3%, 1.1%, ., ?, -2.1%, 1.6%, -16.1%, -0.7%, ., .
14. CCC(=O)O[C@@]1(C(=O)SCF)[C@@H](C)C[C@H]2[C@@H]3C[C@@H](F)C4=CC(=O)C=C[C@@]4(C)[C@]3(F)[C@@H](O)C[C@]21C
→ i, -3.3%[26 µM], -1.3%[34.4 µM], 1.3%[20.5 µM], 8.7%[25.6 µM], -1.0%[25.6 µM], 0.1%[34.4 µM], 8.5%[17.1 µM], -1.0%[20.6 µM], 0.5%[20.6 µM], i
15. CCCOC(=O)c1ccc(O)cc1
→ ., -2.0%&-0.9%, -0.3%&-2.2%, ., 0.5%&-7.6%, 0.8%&-2.5%, 0.1%&0.3%, 6.2%&-5.5%, 0.9%&0.0%, ., .
